# Assay outcomes deposited in PubChem BioAssay by several laboratories.
# Cdc42 wt: modulators of GTP binding to wildtype Cdc42, primary screen, biochemical, multiplex bead flow cytometry, Bodipy-GTP; Cell division control protein 42 homolog (Homo sapiens), P60953; GST-Cdc42 beads; actives lie on both sides; percent activity (GTP binding), % at 10 µM; 190,000 compounds, 0.2% hits;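 active means percent activity GTP binding at least 20 points away from the 100% baseline, either down as inhibitor or up as activator; inconclusive means compound flagged as likely green fluorescent from well-wide comparison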;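 further: median bead fluorescence of bound Bodipy-FL-GTP at 100 nM; 0% = excess unlabeled GTP control and 100% = no compound control; below 100% means less GTP binding so inhibitor and above means activator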
# Target sequence (P60953 whole entry, looked up): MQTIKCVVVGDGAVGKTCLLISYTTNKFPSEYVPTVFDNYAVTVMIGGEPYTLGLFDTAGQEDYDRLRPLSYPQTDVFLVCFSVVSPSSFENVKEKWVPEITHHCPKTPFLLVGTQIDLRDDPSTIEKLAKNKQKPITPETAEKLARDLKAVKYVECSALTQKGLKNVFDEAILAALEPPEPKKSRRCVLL
# HRas wt GTP: modulators of GTP binding to HRas wildtype, primary screen, biochemical, bead-based flow cytometry, multiplex; GTPase HRas (Homo sapiens), P01112; GST-Ras wt beads, Bodipy-FL-GTP binding; actives lie on both sides; GTP binding activity, % at 10 µM; 190,000 compounds, 0.14% hits;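 active means GTP binding activity at least 20% away from the 100% baseline, either lowered as inhibitor or raised as activator; inconclusive means flagged as likely green fluorescent, judged across all proteins in the well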;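 further: 0% = unlabeled GTP competition control and 100% = no-compound control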
# Target sequence (P01112 whole entry, looked up): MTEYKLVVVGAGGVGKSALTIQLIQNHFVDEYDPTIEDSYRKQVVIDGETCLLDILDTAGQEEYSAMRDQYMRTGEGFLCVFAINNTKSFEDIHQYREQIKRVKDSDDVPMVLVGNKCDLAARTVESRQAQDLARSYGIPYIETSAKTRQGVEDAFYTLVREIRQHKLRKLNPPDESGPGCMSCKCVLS
# Rab2 wt GTP: modulators of GTP binding to Rab2A wildtype, primary screen, biochemical, dog, bead-based flow cytometry, multiplex; Ras-related protein Rab-2A (Canis lupus familiaris), P61105; GST-Rab2 wt beads, Bodipy-GTP binding; GTP binding activity, % at 10 µM; 190,000 compounds, 0.19% hits; AID 760, 2007;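 active means GTP binding activity at least 20 points away from 100%, either lowered or raised; inconclusive means signal likely due to the compound's own green fluorescence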;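 further: 0% = beads with excess unlabeled GTP and 100% = no-compound control corrected for plate trend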
# Rac1 wt GTP bind: wildtype Rac1 GTP binding modulators, primary screen, biochemical, GST-Rac1 beads, flow cytometry, multiplex; Ras-related C3 botulinum toxin substrate 1 (Homo sapiens), P63000; fluorescent GTP binding; actives lie on both sides; 0 = cold GTP competed, 100 = untreated; GTP binding activity (% of control), % at 10 µM; 190,000 compounds, 0.27% hits; AID 757, 2007;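 active means GTP binding activity at least 20 points away from the 100% control level, either lower or higher; inconclusive means compound flagged as likely green fluorescent, judged across all proteins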
# Pf gamet viab: late stage P. falciparum gametocyte viability inhibitors, primary screen, ATP luminescence, HTS; P. falciparum stage V gametocytes, 24 h; inhibition, % at 10.9 µM; 150,000 compounds, 0.065% hits; AID 743093, 2013;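 active means inhibition above the mean plus 3 SD of compounds within the control limits, set per campaign, cut at about 38% in these data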;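 further: 0% = DMSO wells and 100% = medium only without gametocytes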
# Rab7 wt GTP bind: modulators of GTP binding to Rab7, primary screen, biochemical, wildtype, multiplex bead flow cytometry; Rab7 GTPase wild type (dog), Bodipy-FL-GTP binding; GST-Rab7 beads, fluorescent GTP binding; actives lie on both sides; untreated = 100%, excess cold GTP = 0%; GTP binding activity (percent of control), % at 10 µM; 190,000 compounds, 0.055% hits; AID 758, 2007;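 active means fluorescent GTP binding to Rab7 beads changed by at least 20 points from the 100% baseline, either direction, mostly lower; inconclusive means compound itself probably fluorescent, or too few beads counted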;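 further: median green fluorescence of bound Bodipy-FL-GTP per Rab7 bead population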
# ABCG2 block: ABCG2 efflux pump inhibitors, primary screen, multiplex with ABCB1, IgMXP3 cells, flow cytometry; inhibition, % at 6.6 µM; JC-1 efflux; 190,000 compounds, 0.1% hits;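 active means inhibition above 80%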;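 further: 0% = DMSO and 100% = nicardipine control wells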
# Target sequence (Q9UNQ0 whole entry, looked up): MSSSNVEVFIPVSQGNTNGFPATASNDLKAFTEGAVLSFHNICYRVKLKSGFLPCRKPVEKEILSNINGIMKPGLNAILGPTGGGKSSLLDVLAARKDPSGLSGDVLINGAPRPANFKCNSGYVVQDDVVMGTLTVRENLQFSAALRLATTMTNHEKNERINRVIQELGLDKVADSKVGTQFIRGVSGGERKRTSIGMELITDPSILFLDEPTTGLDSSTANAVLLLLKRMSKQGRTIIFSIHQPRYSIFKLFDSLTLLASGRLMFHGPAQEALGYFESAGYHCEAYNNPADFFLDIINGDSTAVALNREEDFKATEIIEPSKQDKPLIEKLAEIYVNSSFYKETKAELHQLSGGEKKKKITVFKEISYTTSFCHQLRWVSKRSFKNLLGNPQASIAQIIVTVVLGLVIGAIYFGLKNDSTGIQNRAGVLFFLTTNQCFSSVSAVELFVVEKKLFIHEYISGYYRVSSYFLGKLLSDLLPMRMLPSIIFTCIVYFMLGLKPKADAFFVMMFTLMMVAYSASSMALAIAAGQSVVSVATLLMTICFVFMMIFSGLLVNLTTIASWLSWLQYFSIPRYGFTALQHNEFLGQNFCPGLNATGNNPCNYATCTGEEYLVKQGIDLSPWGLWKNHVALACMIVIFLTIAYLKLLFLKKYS
#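 Assay system – ABCG2 IgMXP3 and barcoded ABCB1 CCRF-Adr cell mix · Input – 3 million cells/mL in well · Reagent – JC-1 fluorescent substrate · Compound – single test compound dose, 6.6 µM final · Timing – 10 min exposure at 25 °C with rotation, no wash · Detection – flow cytometry of retained JC-1 fluorescence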
# Rac1 mut GTP: GTP binding modulators of activated mutant Rac1, primary screen, biochemical, bead-based flow cytometry, multiplex, fluorescent GTP. Ras-related C3 botulinum toxin substrate 1 (Homo sapiens), P63000. GST-Rac1 activated beads; actives lie on both sides; 100% means binding = to untreated wells. percent activity (GTP binding), % at 10 µM. 190,000 compounds, 0.11% hits;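 active means GTP binding at least 20 percentage points away from the 100% baseline, in either direction, so actives lie on both sides; inconclusive means Compound likely fluorescent itself, or too few beads counted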
# Avidin bead fluor: green autofluorescence of compounds with avidin beads – biophysical, 488/530 nm, flow cytometry, artefact control, profiling panel; compound fluorescence 488/530 nm; active compounds read high; fluorescence (KMESF) at 10 µM; 220,000 compounds, 0.38% hits; AID 1775, 2009; in the data active means fluorescence above about 47; further: inactives centre near 10
# ABCB1 inh: ABCB1 efflux pump inhibitors, primary screen, cell-based, multiplex, flow cytometry, ABCG2 counter-screen. inhibition, % at 6.6 µM. ATP-dependent translocase ABCB1 (Homo sapiens), P08183. CCRF-Adr cells, JC-1 efflux. 190,000 compounds, 0.067% hits; in the data active means inhibition above about 40%;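 further: 0% = vehicle and 100% = reference inhibitor; higher value means more JC-1 retained so stronger ABCB1 efflux block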
# Mcl1-Noxa inh: Mcl-1/Noxa binding inhibitors, primary screen, biochemical, TR-FRET, 1536-well; AID 1022, 2008; inhibition, % at 21.7 µM; TR-FRET Mcl-1/Noxa peptide binding, 2 h; Induced myeloid leukemia cell differentiation protein Mcl-1 (Homo sapiens), Q07820; 220,000 compounds, 1.5% hits;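 active means compounds that cut the protein-peptide binding signal by more than 50% relative to plate controls in a single-dose test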;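 further: His-tagged Mcl-1 with rhodamine Noxa BH3 peptide and terbium anti-His antibody; 0% = Mcl-1 plus Noxa peptide wells and 100% = peptide-only wells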
# * marks the source's active call; other numbers are inactive results; ? = inconclusive; · = no result given.
SMILES,Cdc42 wt,HRas wt GTP,Rab2 wt GTP,Rac1 wt GTP bind,Pf gamet viab,Rab7 wt GTP bind,ABCG2 block,Rac1 mut GTP,Avidin bead fluor,ABCB1 inh,Mcl1-Noxa inh
COc1ccc(/C=C/C(=O)N(Cc2ccccc2)c2ccccn2)cc1OC,95,93,93,97,0,92,2,96,3,1.4,-3
C(=N\N1CCN(C2c3ccccc3-c3ccccc32)CC1)/c1cccs1,99,99,99,102,6,99,2,96,8,0.5,-13
O=C(N/N=C/c1cccc([N+](=O)[O-])c1)C1CC(=O)N(c2ccc(Br)cc2)C1 (stereo not given),101,99,99,103,9,98,2,100,10,0.3,41
COCCOC(=O)C1=C(C)NC(=O)NC1c1c(Cl)nc2c(C)cccn2c1=O (stereo not given),106,102,102,107,·,99,-4,102,7,-1.1,8
CC(=O)Nc1ccc(C(=O)NNC(=O)c2cccs2)cc1,100,103,99,107,·,101,0,100,1,0.5,-10
CC(C)c1nc2ccc(NC(=O)C34CC5CC(CC(C5)C3)C4)cc2[nH]1,102,101,98,101,·,99,3,99,16,0.3,-5
CCOc1ccc(C(=O)NC(=S)Nc2ccc(N3CCC(C)CC3)cc2)cc1[N+](=O)[O-],101,101,102,105,·,98,-1,97,·,-0.5,45
O=C(COc1cccc(F)c1)N[C@@H](Cc1ccccc1)c1nc2ccccc2[nH]1,100,98,97,98,23,100,11,96,5,2.1,20
CCCCc1nc(NCCNC(=O)c2ccccc2)c(C#N)c2c1CSC(C)(C)C2,98,97,98,99,-1,97,1,97,6,1.4,-3
CCC(CC)C(=O)N1CCN(Cc2ccc3c(c2)OCO3)CC1,103,104,103,102,·,101,2,98,6,0.8,23
Nc1nnc(N2CCCCC2)s1,99,97,96,100,·,99,0,96,26,0.0,23
CCOc1ccccc1NC(=O)NC1(C(=O)N2CCOCC2)CCCCC1,98,97,98,97,-22,99,0,99,25,0.1,-13
CCOC(=O)/C=C/S(=O)(=O)c1ccc(NC(C)=O)cc1,100,101,102,108,-4,97,47,100,26,0.8,30
CCOC(=O)C1(Cc2ccccc2C(F)(F)F)CCN(C(C)COC)CC1 (stereo not given),98,97,97,96,-8,96,6,94,6,2.0,2
Cc1ccc(NC(=O)NN(C)c2c(Cl)c(Cl)nn2C)cc1,97,95,97,94,4,99,4,96,23,0.6,-10
Cc1ccc(N2CC(C(=O)N/N=C/c3sccc3C)CC2=O)cc1 (stereo not given),102,101,99,104,·,99,5,100,15,2.0,1
CCOc1nnc(C)c2c(C)n(-c3ccc(Cl)cc3)nc12,100,98,101,98,·,99,8,95,9,0.6,-11
S=c1[nH]nc(-c2ccncc2)n1CC1CCCO1 (stereo not given),97,97,97,101,·,95,1,98,30,0.4,13
CCNC(=O)N1CCNC(=O)C1CC(=O)Nc1ccc(C(=O)OCC)cc1 (stereo not given),104,103,102,106,-3,99,2,104,14,0.2,5
COc1ccccc1N1CCN(Cc2ccco2)CC1,104,103,102,105,-9,98,0,98,17,-0.2,21
CCCCOc1ccc(CSc2nncn2N)cc1,100,99,102,103,-18,104,28,98,12,2.9,10
CC(C)(C)c1ccc(OC(=O)CN2C(=O)C3C4CCC(C4)C3C2=O)cc1 (stereo not given),97,100,99,100,6,103,3,98,11,1.3,-18
CCCOC(=O)CCCCCCCCC(O)CN1CCCCC1 (stereo not given),97,96,98,105,-22,98,2,96,22,0.9,16
Cc1[nH]c2ccccc2c1CCC(N)=O,103,102,100,103,2,101,0,100,5,0.1,12
COCCNC(=O)c1c(C)cc(C)cc1C,97,94,94,95,-3,95,7,96,8,0.4,1
O=C(Nc1sc2c(c1C(=O)O)CCC2)c1ccco1,106,107,102,110,18,105,1,101,10,0.1,13
CC(C)C(=O)n1nc(-c2cccnc2)nc1NCc1ccc(F)cc1,?,?,?,?,5,?,1,?,5,0.7,10
COc1cccc(-c2nnc3sc(-c4cccs4)nn23)c1,100,99,95,96,·,100,4,95,24,0.9,-21
Cc1nn(Cc2c(Cl)cccc2Cl)c(C)c1C(=O)NCc1ccc(C)n1C,104,101,101,101,·,102,5,99,4,0.7,0
O=C1CC(c2ccc(F)cc2)CC(O)=C1C=NCCN1CCN(C(=O)Nc2ccccc2)CC1 (stereo not given),102,102,102,105,·,103,1,100,9,0.1,15
CN1C(=O)CS(=O)c2ccc(C(=O)NCCC3=CCCCC3)cc21 (stereo not given),104,99,99,103,·,96,2,100,6,0.4,34
CCn1cnc2c1c(=O)n(CC(=O)Nc1cc(C)on1)c(=O)n2Cc1ccccc1,?,?,?,?,·,?,0,?,35,0.1,9
Cc1ccc2c(c1)nc(NCCO)n2C,108,103,100,109,-27,100,13,101,17,1.1,-4
COc1ccc(N2C(=O)C3CC(C)=C(C)CC3C2=O)c(OC)c1 (stereo not given),103,100,99,103,-24,99,1,100,14,0.3,3
CC(=O)Nc1ccc(S(=O)(=O)Nc2ccc(-c3ccc4nnc(C)n4n3)cc2)cc1,89,92,88,89,2,96,0,90,6,-0.2,36
Cc1cccc(N2CCN(C(=O)CCc3nc4ccccc4[nH]3)CC2C)c1 (stereo not given),101,99,100,102,·,100,-1,98,5,-1.3,-9
Cc1cccc(NC(=O)c2ccc(-n3ccnc3)nc2)c1,100,100,98,106,-1,102,4,99,6,0.8,15
Cc1cc(Br)ccc1NC(=O)CCSc1ccccc1,103,101,99,101,·,98,1,99,7,0.2,-14
Cc1cc(=O)oc(C)c1C(=O)OCC(=O)c1ccc(Cl)cc1,106,104,104,101,9,100,3,101,13,0.7,9
O=C(c1ccccc1[N+](=O)[O-])N1CCc2ccccc2C1,102,102,99,108,6,99,3,103,3,0.2,-6
CC(=O)OCCn1c(Br)nc2c1c(=O)[nH]c(=O)n2C,96,96,95,100,·,97,4,96,26,0.8,7
CCOC(=O)c1cnc(-n2nc(C)cc2C)nc1Nc1ccc(OC)cc1,96,98,100,99,10,101,14,99,2,1.8,-5
Cc1ccccc1-c1nc(CN(Cc2c(C)nn(C)c2C)C2CC2)c(C)o1,101,99,99,101,-1,101,3,99,11,1.3,4
CCCCc1n[nH]c(=S)n1Cc1ccccc1,97,97,98,100,·,104,5,97,11,0.5,15
Clc1ccccc1OCc1nc(-c2ccc(Br)o2)no1,100,98,98,105,·,99,5,99,8,0.0,15
O=C1CCCN1CCCN=c1c([N+](=O)[O-])nn(-c2ccc(Cl)cc2)n1O,93,96,97,98,8,103,7,91,11,0.7,9
COc1ccc(Br)cc1/C=N/NC(=O)C(c1ccncc1)N1CCOCC1 (stereo not given),96,97,98,101,-1,100,0,97,8,0.1,13
CC(=O)NC(c1cccc([N+](=O)[O-])c1)c1c(OC(C)=O)ccc2ccccc12 (stereo not given),98,95,98,98,·,97,0,95,20,0.3,-7
O=S1(=O)CCN(Cc2ccccc2C(F)(F)F)CC1,101,99,99,106,11,97,7,95,8,0.0,6
COc1ccc(O)c(/C=N/NC(=O)CSc2nnc(C)n2-c2ccccc2)c1,102,100,100,98,-12,97,10,98,9,0.4,-2
CCN(CC)S(=O)(=O)c1ccc(NCc2ccccc2)nc1,104,103,103,101,·,100,2,99,9,0.1,17
Cn1c(SCc2ccc(C(=O)Nc3nccs3)cc2)nnc1-c1ccccc1,84,84,83,93,·,91,5,91,13,1.9,-7
Cc1cccc(N2CCN(C(=O)CCN3C(=S)NC(C)(C)CC3C)CC2)c1C (stereo not given),97,96,97,96,-25,95,-2,95,9,0.0,15
CCCCCSc1nc(N2CCOCC2)c2c(c1C#N)CC(C)(C)OC2,99,101,101,107,·,105,44,99,8,1.6,10
CC(=O)c1cn(CC(=O)Nc2c(C)cccc2C)c2ccccc12,106,103,101,103,·,102,1,101,19,0.3,2
Cn1c(C2CC(=O)N(Cc3ccccc3)C2)nc2ccccc21 (stereo not given),96,96,97,96,·,97,3,96,4,1.4,2
CCCC(C)c1nnc(NC(=O)C(=O)OCC)s1 (stereo not given),95,97,96,96,15,103,0,94,8,0.6,26
COc1ccc(CCN(C(=O)c2cccc(F)c2)C2CC(=O)N(c3ccc(OC)cc3)C2=O)cc1 (stereo not given),100,98,100,100,6,99,15,98,10,2.5,15
Cc1ccc(-n2nnc3c(=O)n(CC(=O)N4CCC(C)CC4)cnc32)cc1,104,102,101,109,·,103,6,98,6,0.9,-1
COc1cc(OC)cc(C(=O)N2CCN(Cc3ccccc3C(F)(F)F)CC2)c1,98,97,98,101,·,98,5,98,27,1.7,39

# (listing goes on)
SMILES,Cdc42 wt,HRas wt GTP,Rab2 wt GTP,Rac1 wt GTP bind,Pf gamet viab,Rab7 wt GTP bind,ABCG2 block,Rac1 mut GTP,Avidin bead fluor,ABCB1 inh,Mcl1-Noxa inh
CC(C)(C)NC(=O)COc1ccccc1C#N,97,95,95,102,-6,96,2,98,12,0.1,17
CN(C)/C=N/c1cc(=O)[nH]c(=O)n1CC1CC1,102,100,97,103,·,94,3,97,10,-0.1,8
CCS(=O)(=O)n1nc(-c2ccccc2)nc1SC,101,100,101,106,-9,101,4,98,12,0.5,29
C=C(C)CNC(=S)N/N=C(\C)c1ccc(-n2ccnc2)cc1,103,102,101,106,·,98,16,99,8,0.5,3
O=C(Nc1ccccc1-c1ccccc1)c1cccc(C(F)(F)F)c1,101,101,102,104,-30,99,8,102,12,0.3,2

# 3 of the entries above in order of the Rab7 wt GTP bind value, falling:
canonical_smiles	Cdc42 wt	HRas wt GTP	Rab2 wt GTP	Rab7 wt GTP bind	ABCG2 block	Avidin bead fluor	Mcl1-Noxa inh
CCS(=O)(=O)n1nc(-c2ccccc2)nc1SC	101	100	101	101	4	12	29
O=C(Nc1ccccc1-c1ccccc1)c1cccc(C(F)(F)F)c1	101	101	102	99	8	12	2
CN(C)/C=N/c1cc(=O)[nH]c(=O)n1CC1CC1	102	100	97	94	3	10	8

# Compounds as they come; overall some 2.3% were active at least once.
